Pol kappa inh: qHTS for Inhibitors of Polymerase Kappa. DNA polymerase kappa (Homo sapiens), Q9UBT6. purified Pol kappa, fluorescent DNA synthesis assay, 10 min. Potency, µM (doses to about 107 µM), without a hit: at the highest dose activity, negative = inhibition, usual class: inhibitors. 400,000 compounds, 0.53% hits. AID 588579, 2011; further: potency means the concentration at half of the fitted maximal effect; on the % scale 0 is the no-effect control and ±100 the full control effect
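Here, compound and 10 nM enzyme are combined for 15 min at room temperature; adding 50 nM substrate (final) starts DNA synthesis, tracked by fluorescence at 0 and 10 min against buffer-only wells.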
LDHA inh: qHTS assay for inhibitors of human lactate dehydrogenase. 480,000 compounds, 0.15% hits. purified LDHA, NADH/diaphorase-resazurin fluorescence; active compounds read low. L-lactate dehydrogenase A chain (Homo sapiens), P00338. activity change, % (values are at about 110 or 230 µM); in the data active means activity change below about -30%; inconclusive means mostly about -25% to -30%;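 further: plate controls were DMSO wells for no effect and wells without enzyme for full effect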
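Remaining NADH was detected by diaphorase (0.133 mg/mL) converting 37 µM resazurin to fluorescent resorufin, read at 0 and 20 minutes. The preceding 5-minute room-temperature reaction used 2 nM LDHA, 0.2 mM sodium pyruvate and 0.06 mM NADH at pH 7.4.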
APEX1 inh: qHTS Assay for Inhibitors of the Human Apurinic/apyrimidinic Endonuclease 1 (APE1). Potency, µM (titrated, usually from 65.8 µM), inactives show top-dose activity change, negative = inhibition, most hits filed as inhibitors. AID 2517, 2012. 350,000 compounds, 0.35% hits. DNA repair nuclease/redox regulator APEX1 (Homo sapiens), P27695. recombinant APE1, TAMRA/BHQ-2 abasic DNA cleavage fluorescence;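 further: potency means the concentration at half of the fitted maximal effect; plate controls were vehicle for no effect and reference inhibitor for full effect; nearly all actives have a fitted effect of over 55% in size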
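APE1 at 0.75 nM final was preincubated with compound 15 min at room temperature, then 50 nM double-stranded THF abasic-site substrate (5'-TAMRA/3'-BHQ-2) was added. Fluorescence (ex 525/em 598 nm) was read kinetically; third-minus-first read gave activity.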
Pol beta inh: qHTS Assay for Inhibitors of DNA Polymerase Beta. Pol beta primer extension/strand displacement, fluorescence kinetic. Potency, µM (top dose mostly 114 µM), inactives show at the highest dose activity change, negative = inhibition, hits mostly inhibitors. 340,000 compounds, 1.3% hits; further: potency means the concentration at half of the fitted maximal effect; on the % scale 0 is the no-effect control and ±100 the full control effect
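Enzyme-only controls used 10 nM Pol beta; buffer lacking enzyme served as negative control. Compound preincubated 15 min, then 50 nM substrate added; 0 and 10 min reads at room temperature.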
Anesthetic bind: qHTS Assay for Identification of Novel General Anesthetics. Ferritin light chain (Equus caballus), P02791. apoferritin/1-aminoanthracene competitive binding, fluorescence. Potency, µM (titrated, usually from 77.5 µM), for the others: at the top dose activity change, negative = displacement, hits mostly inhibitors. 350,000 compounds, 0.074% hits. AID 485281, 2010; further: potency means the concentration at half of the fitted maximal effect; on the % scale 0 is the no-effect control and ±100 the full control effect; nearly all actives have a fitted effect of over 20% in size
Target sequence (P02791 2-175 limits assumed): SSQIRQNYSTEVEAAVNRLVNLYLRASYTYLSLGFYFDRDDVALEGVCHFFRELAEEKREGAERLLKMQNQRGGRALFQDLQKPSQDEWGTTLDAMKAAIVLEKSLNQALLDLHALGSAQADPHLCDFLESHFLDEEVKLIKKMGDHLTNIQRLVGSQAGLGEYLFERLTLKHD
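Horse-spleen apoferritin (10 uM) in 50% saturated 1-aminoanthracene in PBS was incubated 10 min at room temperature with compound. Fluorescence (ex 380, em 535 nm) was normalized to free and bound 1-AMA, with concentration-response fitted by a four-parameter Hill equation.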
12-LOX inh: Primary qHTS assay for inhibitors of human arachidonate 12S-lipoxygenase (ALOX12): Round 2 | AID 1671190, 2021 | 580,000 compounds, 1.1% hits | Potency, µM (titrated, usually from 108 µM), for inactives: at the top dose activity change, negative = inhibition, hits mostly inhibitors | purified 12hLO, xylenol orange hydroperoxide absorbance; further: potency means the concentration at half of the fitted maximal effect; on the % scale 0 is the no-effect control and ±100 the full control effect
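Hydroperoxide product was detected by ferrous iron/xylenol orange as the 573 to 405 nm absorbance ratio. Arachidonic acid at 40 uM (final) was turned over for 30 min at room temperature by 150 nM human 12hLO, pH 7.0 Hepes buffer, after 15 min compound preincubation.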
RGS4 inh: Inhibitors of Regulator of G Protein Signaling (RGS) 4: qHTS; Transcreener GDP fluorescence polarization, RGS4-accelerated GTP hydrolysis; Potency, µM (titrated, usually from 114 µM), for the others: at the top dose activity change, negative = inhibition, hits mostly inhibitors; 390,000 compounds, 0.039% hits; AID 504845, 2011; Regulator of G-protein signaling 4 (Homo sapiens), P49798; further: potency means the concentration at half of the fitted maximal effect; on the % scale 0 is the no-effect control and ±100 the full control effect; nearly all actives have a fitted effect of over 75% in size; some results filed as inactive show a strong effect at the top dose
Target sequence (P49798 whole entry, looked up): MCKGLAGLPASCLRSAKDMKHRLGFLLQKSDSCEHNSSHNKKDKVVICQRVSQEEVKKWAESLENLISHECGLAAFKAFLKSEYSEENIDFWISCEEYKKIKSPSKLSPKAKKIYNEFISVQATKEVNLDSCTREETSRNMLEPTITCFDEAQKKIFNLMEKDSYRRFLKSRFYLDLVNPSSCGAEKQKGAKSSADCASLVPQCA
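MLSMR compounds (23 nl, pin-transferred) preincubated 10 min at room temperature with a 500nM (2x) first reagent, then RGS4 at 900nM (2x) plus Transcreener GDP mix added; fluorescence polarization (620/688 nm) read before and after 90 min at 30 °C.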
ERG Ets-DNA blk: qHTS for Small Molecule Inhibitors of the ERG Ets/DNA interaction; Transcriptional regulator ERG (Homo sapiens), P11308; fluorescence polarization, His-ERG Ets domain / labelled DNA; Potency, µM (series often up to 76.9 µM), for the others: at the top dose FP activity, negative = inhibition, most hits filed as inhibitors; 370,000 compounds, 0.028% hits; AID 624246, 2012; active means well fitted inhibition curve with a large enough effect in the polarisation, with a control signal flat; inconclusive means small, poorly fitted or top-dose-only effect, or effect the other way, or a change in a side signal; inactive means no such curve, though single readings can be large or run the other way; the % refers to the polarisation;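 further: polarization taken with two DNA probes labelled with fluorescein and Texas red; potency means the concentration at half of the fitted maximal effect; % of control where 0% means no effect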
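His-tagged ERG Ets domain (1 uM in the protein solution; 300mM KCl, 50mM Tris-HCl, 1mM EDTA, 1mM DTT, pH 7.5) received compound, then a probe mix of 5 nM fluorescein-DNA and 100nM Texas-615-DNA. Fluorescence polarization was read for both dyes.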
Pol eta inh: qHTS for Inhibitors of Polymerase Eta | DNA polymerase eta (Homo sapiens), Q9Y253 | recombinant Pol eta, fluorescent DNA replication assay | Potency, µM (series often up to 114 µM), without a hit: at the highest dose activity change, negative = inhibition, hits mostly inhibitors | 390,000 compounds, 1.2% hits | AID 588591, 2011; further: potency means the concentration at half of the fitted maximal effect; on the % scale 0 is the no-effect control and ±100 the full control effect
Target sequence (Q9Y253 whole entry, looked up): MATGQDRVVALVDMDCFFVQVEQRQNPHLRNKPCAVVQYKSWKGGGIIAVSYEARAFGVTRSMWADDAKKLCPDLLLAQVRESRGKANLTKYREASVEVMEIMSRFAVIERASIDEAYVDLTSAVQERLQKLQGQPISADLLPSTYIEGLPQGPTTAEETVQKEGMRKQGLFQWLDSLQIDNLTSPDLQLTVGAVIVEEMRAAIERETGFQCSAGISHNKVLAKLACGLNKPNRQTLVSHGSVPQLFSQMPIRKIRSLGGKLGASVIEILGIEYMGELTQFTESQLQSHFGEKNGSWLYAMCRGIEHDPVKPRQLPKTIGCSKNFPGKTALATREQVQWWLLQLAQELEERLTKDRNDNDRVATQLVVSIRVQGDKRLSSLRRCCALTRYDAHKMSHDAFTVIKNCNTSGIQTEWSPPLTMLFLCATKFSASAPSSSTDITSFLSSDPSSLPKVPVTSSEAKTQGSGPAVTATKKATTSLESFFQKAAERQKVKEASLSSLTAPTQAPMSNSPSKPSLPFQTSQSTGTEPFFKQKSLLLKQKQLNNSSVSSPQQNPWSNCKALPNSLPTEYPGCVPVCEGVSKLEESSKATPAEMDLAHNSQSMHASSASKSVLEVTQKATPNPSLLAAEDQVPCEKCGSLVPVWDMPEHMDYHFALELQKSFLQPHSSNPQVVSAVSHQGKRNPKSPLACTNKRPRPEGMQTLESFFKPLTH
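Pol eta at 10 nM preincubated with compounds 15 min at room temperature; reaction started with fluorescent substrate (50 nM final) and read kinetically at 0 and 10 min.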
The depositor's hits bear a star; i = inactive; ? = inconclusive; . = not tested or not shown; & = joins results of further samples; [ ] = dose if it differs, or a comment. Unless noted, the call rests on the fitted dose curve; in most records, active means well fitted curve in the direction sought with a large enough effect; inconclusive means small, poorly fitted or top-dose-only effect, or another doubt; inactive means no such curve, though single readings can be large; an effect the other way counts as inactive or inconclusive. The list is partial. The share of hits here may be higher or lower than overall.

SMILES	Pol kappa inh	LDHA inh	APEX1 inh	Pol beta inh	Anesthetic bind	12-LOX inh	RGS4 inh	ERG Ets-DNA blk	Pol eta inh
CC1CCCCN1N=Nc1nc2c([nH]1)c(=O)n(C)c(=O)n2C (centres undefined)	-6%	-4	.	.	.	-18%	0%	-8%	-5%
CN(C)C(CNC(=O)c1oc2ccccc2c1CSc1ncn[nH]1)c1ccco1 (centres undefined)	-24%	-4	-18%	31%	-1%	46%[activator]	25%	-6%	-10%
Cc1cc(C(F)(F)F)nn1-c1nc(-c2ccccc2)cc(C(F)(F)F)n1	-7%	-7	.	-1%	-24%	?	1%	0%	-20%
O=C(NC(Cc1c[nH]c2ccccc12)c1nnc2n1CCCCC2)c1cccs1 (centres undefined)	-5%	-12	-2%	0%	-11%	22%	14%	.	-11%
CCc1cccc2c(C(=O)COC(=O)c3ccc([N+](=O)[O-])s3)c[nH]c12	-8%[60.1 µM]	-2	-7%	24%	-17%	-2%	6%[11.4 µM]	-5%	5%
CC1CCCC(NC(=O)COC(=O)c2ccc(N(C)C)cc2)C1C (centres undefined)	-16%	0	2%	30%	?	-13%	7%	7%	-11%
COc1ccccc1N1CCN(CC(O)COc2ccc(C)cc2C(C)(C)C)CC1 (centres undefined)	-1%	8	.	-8%	-13%	?	-22%	2%	-30%
COc1cc(OC)c(-c2nnc(-c3ccc(OC)c(OC)c3OC)o2)cc1OC	-7%	1	-6%	-11%	2%	-9%	-31%	-9%	-24%
O=C(O)CC12CC3CC(C1)CC(n1ncc(NCc4ccc(F)cc4)c(Cl)c1=O)(C3)C2	-7%	-3	10%	11%	0%	-11%	25%	5%	0%
COC(=O)C1=C(C)NC(=O)C1(NC(=O)c1cccnc1)C(F)(F)F (centres undefined)	-23%	-2	1%	10%	10%	18%	-25%	2%	-28%
CC(=O)Nc1cccc(NC(=O)COC(=O)C2CC3CCCC(C2)C3=O)c1 (centres undefined)	-16%	-3	13%	9%	-10%	-24%	-19%	6%	-22%
COc1ccccc1CNC(=O)Cn1c(=O)oc2ccccc21	-2%	-5	.	2%	-5%	-16%	1%	-1%	-3%
O=C(Nc1ccc(NC(=O)C23CC4CC(CC(C4)C2)C3)cc1)c1cc(F)c(F)cc1Cl	-7%	-16	-2%	-1%	-12%	2%	1%	-5%	-3%
CCC1(C)CC(=O)NC1=O (centres undefined)	6%&0%[60.1 µM]	.	-2%	-12%[57.1 µM]	.	i	-6%[56.9 µM]	.	-2%[57.1 µM]
COc1ccc(-c2nn(CCC#N)cc2C(=O)Nc2cccc(C(=O)O)c2)cc1[N+](=O)[O-]	-1%	-3	26%	5%	1%	28%	-15%	1%	-12%
COc1cccc(-n2nnc3c(=O)n(Cc4c(F)cccc4Cl)cnc32)c1	-4%	-10	1%	-1%	2%	11%	37%	.	-10%
CCCNC(=O)CSCc1nc(-c2ccc(SC)cc2)oc1C	-3%	1	-6%	22%	-12%	-4%	-9%	-7%	-7%
Cc1csc2nc(-c3cccc(NC(=O)c4cccc(F)c4)c3)cn12	-2%[60.1 µM]	2	.	4%	-12%	-13%	-32%	6%	-15%
O=C(O)Cc1ccc(NC(=O)Nc2cccc(Cl)c2)cc1	-5%	-1	5%	8%	-2%	?	-12%	5%	-8%
O=C(O)c1cc(-c2ccc3c(c2)OCO3)nc2ccc(Cl)cc12	-24%	-3	38%	-3%	-5%	352%[activator]	28%	-7%	?
COC(=O)[C@@H]1C[C@@]2(O)[C@@H](O)[C@@H](O)[C@@H](O)C[C@H]2N1Cc1ccc(Cl)cc1	2%	-3	3%&4%	-1%	-5%&10%	?	-1%	6%	-1%
CC(=O)Nc1ccc(S(=O)(=O)N2CCN(C(=O)c3cccnc3)CC2)cc1	8%	-2	12%	33%	-5%	-24%	-25%	-6%	-13%
COc1cccc(NC(=O)N2CCC(NC(=O)c3ccco3)CC2)c1	-6%	-9	79%[activator]	-1%	17%	3%	17%	6%	-3%
COc1ccc(C2NC(=O)NC(C)=C2C(=O)OCc2ccc3c(c2)OCO3)cc1OC (centres undefined)	-12%	-7	1%	4%	3%	-25%	-19%	0%	-11%
O=C(Nc1ccccc1Cl)NC1(C(=O)NCc2cccnc2)CCCCC1	3%	0	78%[activator]	-1%	2%	-1%	6%	1%	-3%
CCOC(=O)C1CCN(C(=O)COc2ccc(Cl)cc2)CC1	-2%	-4	21%	1%	-9%	0%	-14%	1%	3%
Cc1cccc(N(C)S(=O)(=O)c2c[nH]c3ccc([N+](=O)[O-])cc23)c1	-1%	3	-23%	?	-23%	?	-23%	3%	-18%
Cc1nn(-c2ccccc2)c(C)c1/C=C/C(=O)OCC(=O)Nc1ccc(C(N)=O)cc1	-9%	-4	2%	.	.	-2%	7%	-3%	3%
O=C(CN1C(=O)NC2(CCc3ccccc32)C1=O)c1ccc2c(c1)OCCO2 (centres undefined)	-14%	-8	-3%	31%	-15%	0%	32%	5%	3%
O=C1CCC(C(=O)OC(C(=O)Nc2ccc([N+](=O)[O-])cc2Br)c2ccccc2)=NN1 (centres undefined)	-9%	-4	39%	.	.	?	22%	-8%	-11%

Continued (2 carried over from the part before).
SMILES	Pol kappa inh	LDHA inh	APEX1 inh	Pol beta inh	Anesthetic bind	12-LOX inh	RGS4 inh	ERG Ets-DNA blk	Pol eta inh
O=C(CN1C(=O)NC2(CCc3ccccc32)C1=O)c1ccc2c(c1)OCCO2 (centres undefined)	-14%	-8	-3%	31%	-15%	0%	32%	5%	3%
O=C1CCC(C(=O)OC(C(=O)Nc2ccc([N+](=O)[O-])cc2Br)c2ccccc2)=NN1 (centres undefined)	-9%	-4	39%	.	.	?	22%	-8%	-11%
O=C(NCCC(=O)N1CCN(Cc2c(F)cccc2Cl)CC1)c1ccc(Cl)cc1	-8%	-4	-16%	.	.	-14%	8%	2%	-4%
CCc1ccc(N(CC(=O)Nc2nc3ccc(C)cc3s2)S(=O)(=O)c2c(C)noc2C)cc1	-6%	2	-8%	5%	-6%	-17%	-9%	-8%	?
O=C(Nc1ccc(-c2csc(Nc3ccc(Cl)cc3)n2)cc1)c1cc([N+](=O)[O-])cc(C(F)(F)F)c1	-2%	0	-2%	?	-11%	?	-19%	-9%	-19%
COc1ccc(NC(=O)CN(C)C(=O)/C=C/c2ccc(OCc3ccccc3)cc2)cc1	-4%	-3	32%[activator]	24%	3%	2%	-30%	22%	-4%
CCCCC(=O)Nc1nnc(SCC(=O)NC2CCCC2)s1	-11%	-5	-2%	4%	-17%	2%	10%	-1%	3%
Cc1ccc(NC(=O)NCCSc2ccc(C)cc2)cc1	4%	-1	-1%	-1%	-11%	-3%	-4%	3%	-18%
CCCNC(=O)CCC(NS(=O)(=O)c1ccc(C)cc1)C(=O)NCCC (centres undefined)	-2%	-6	-2%	20%	-13%	7%	-3%	.	-10%
CCSC1=C(C#N)C(CC(C)C)C2=C(CCCC2=O)N1 (centres undefined)	4%	1	14%	17%	4%	?	-4%	-18%	11%
O=C(OCC(=O)c1cccc2ccccc12)c1ccc(CO)cc1	-16%	0	9%	2%	?	?	-12%	3%	?
CCOc1cc(CN2CCN(Cc3ccc(C)o3)C(CCO)C2)ccc1OC (centres undefined)	2%	-6	8%	8%	-8%	-1%	18%	11%	-1%
C[C@H](NC(=O)C1CC(=O)N(c2ccc(F)cc2)C1)C(=O)N1CCCCC1 (some centres undefined)	-6%	0	-2%	4%	10%	9%	-11%[56.9 µM]	-3%	1%
Cc1cccc(C)c1NC(=O)Cn1cc(C=O)c2ccccc21	-21%	-14	7%	-12%	-2%	0%	10%	-1%	-2%
COc1cccc(NC(c2nnc(-c3ccccc3)o2)c2ccc(F)cc2Cl)c1 (centres undefined)	-6%	-5	.	-5%	4%	-25%	-5%	-6%	?
NC(=O)c1cn(-c2ccccc2)nc1-c1cc2ccccc2oc1=O	-14%	1	-2%	6%	-12%	-11%	-12%	-10%	4%
COc1cccc(COC(=O)c2ccc3c(c2)NC(=O)C(C)S3)c1OC (centres undefined)	-18%	-6	36%	.	.	?	5%	-14%	-5%
O=C(NCC1COCCO1)c1cc(COc2c(F)cccc2F)on1 (centres undefined)	-13%	-2	-1%	8%	?	-9%	6%	14%	-1%
CCOc1ccc(CC(=O)NNC(=S)NC)cc1	2%	-5	5%	4%	10%	337%[activator]	-21%	-8%	-16%
C#CCOCCOCCOCCNc1nc(N2CCOCC2)nc(N2CCN(C(=O)[C@H](CCCCN)n3cc(CN)nn3)CC2)n1	-4%	1	-6%	.	.	14%	-7%	-9%	-13%

Screens deposited in PubChem by National Center for Advancing Translational Sciences (NCATS).
